High-throughput results deposited in PubChem BioAssay by National Center for Advancing Translational Sciences (NCATS).
JMJD2A Tudor inh: qHTS Assay for Inhibitors of JMJD2A-Tudor Domain; Lysine-specific demethylase 4A (Homo sapiens), O75164; AlphaScreen JMJD2A-Tudor / H3K4me3 peptide binding; Potency, µM (series often up to 114 µM), inactives show top-dose activity change, negative = inhibition, hits mostly inhibitors; 390,000 compounds, 4.4% hits; AID 504339, 2011; note: potency is the fitted concentration of half-maximal effect; % is set by controls: 0 for no effect and ±100 for the full control effect; nearly all actives have a fitted effect of over 50% in size
BAZ2B block: qHTS Assay for Inhibitors of BAZ2B; AlphaScreen BAZ2B-H3K14Ac peptide displacement; 360,000 compounds, 4.4% hits; AID 504333, 2011; Potency, µM (highest dose often 114 µM), without a hit: top-dose activity change, negative = inhibition, usual class: inhibitors; note: potency is the fitted concentration of half-maximal effect; % is set by controls: 0 for no effect and ±100 for the full control effect; nearly all actives have a fitted effect of over 60% in size
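Inhibition is scored as reduced AlphaScreen emission. The BAZ2B/b-H3(5-23)K14Ac complex (50 nM each) in PBS pH 7.4, 0.01% Tween-20 meets compound (up to 110 uM) for 30 min at RT before bead addition.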
Pin1 inhibitor: qHTS Assay to Find Inhibitors of Pin1 | Peptidyl-prolyl cis-trans isomerase NIMA-interacting 1 (Homo sapiens), Q13526 | Pin1 FP peptide displacement, HiFluor488, 10 min | Potency, µM (doses to about 115 µM), for the others: top-dose activity, negative = inhibition, most hits filed as inhibitors | 390,000 compounds, 0.009% hits | AID 504891, 2011; active = well fitted inhibition curve with a large enough effect in the polarisation, with a control signal flat, not every such curve was filed as active; inconclusive = small, poorly fitted or top-dose-only effect, or effect the other way, or a change in a side signal; inactive = no such curve, though single readings can be large or run the other way; the % refers to the polarisation; note: potency is the fitted concentration of half-maximal effect; % is set by controls: 0 for no effect and ±100 for the full control effect
Target sequence (Q13526 whole entry, looked up): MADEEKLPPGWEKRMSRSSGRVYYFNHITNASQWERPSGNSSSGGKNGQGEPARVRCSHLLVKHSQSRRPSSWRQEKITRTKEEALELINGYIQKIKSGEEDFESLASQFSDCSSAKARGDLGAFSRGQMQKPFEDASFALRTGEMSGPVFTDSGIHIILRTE
ERG Ets-DNA blk: qHTS for Small Molecule Inhibitors of the ERG Ets/DNA interaction; Transcriptional regulator ERG (Homo sapiens), P11308; fluorescence polarization, His-ERG Ets domain / labelled DNA; Potency, µM (titrated, usually from 76.9 µM), for inactives: top-dose FP activity, negative = inhibition, hits mostly inhibitors; 370,000 compounds, 0.028% hits; AID 624246, 2012; active = well fitted inhibition curve with a large enough effect in the polarisation, with a control signal flat; inconclusive = small, poorly fitted or top-dose-only effect, or effect the other way, or a change in a side signal; inactive = no such curve, though single readings can be large or run the other way; the % refers to the polarisation;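 note: polarization taken with two DNA probes labelled with fluorescein and Texas red; potency is the fitted concentration of half-maximal effect; % of control where 0% means no effect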
Target sequence (P11308 whole entry, looked up, the tested form may be a part): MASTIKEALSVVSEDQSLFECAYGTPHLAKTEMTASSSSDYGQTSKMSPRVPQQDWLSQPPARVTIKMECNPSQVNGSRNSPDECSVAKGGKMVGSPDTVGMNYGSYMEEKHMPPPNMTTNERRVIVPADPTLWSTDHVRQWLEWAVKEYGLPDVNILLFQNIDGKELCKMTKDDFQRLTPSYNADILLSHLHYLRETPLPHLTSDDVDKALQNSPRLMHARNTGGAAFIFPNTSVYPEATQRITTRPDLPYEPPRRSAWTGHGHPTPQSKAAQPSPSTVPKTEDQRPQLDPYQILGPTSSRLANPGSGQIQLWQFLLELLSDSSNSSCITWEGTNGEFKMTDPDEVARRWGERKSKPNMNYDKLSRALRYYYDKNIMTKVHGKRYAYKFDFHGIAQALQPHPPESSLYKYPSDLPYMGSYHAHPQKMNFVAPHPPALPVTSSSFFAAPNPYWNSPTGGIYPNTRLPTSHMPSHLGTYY
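His-tagged ERG Ets domain (1 uM in the protein solution; 300mM KCl, 50mM Tris-HCl, 1mM EDTA, 1mM DTT, pH 7.5) received compound, then a probe mix of 5 nM fluorescein-DNA and 100nM Texas-615-DNA. Fluorescence polarization was read for both dyes.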
HP1b binding inh: HTS for Inhibitors of HP1-beta Chromodomain Interactions with Methylated Histone Tails; AlphaScreen HP1-beta / biotin-H3K9me3 peptide binding; Potency, µM (highest dose often 114 µM), for the others: top-dose activity change, negative = inhibition, most hits filed as inhibitors; AID 540317, 2011; 390,000 compounds, 0.56% hits; Chromobox protein homolog 1 (Homo sapiens), P83916; note: potency is the fitted concentration of half-maximal effect; nearly all actives have a fitted effect of over 70% in size; inactives centre near 23
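AlphaScreen: HP1-beta (50 nM) preformed 30 min with biotin-H3(1-18)K9me3 peptide (50 nM) in PBS pH 7.4, 0.01% Tween-20. Compound added for 30 min at RT, then streptavidin donor/nickel chelate acceptor beads (10 ug/mL) for 30 min.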
GLS inh: qHTS for Inhibitors of Glutaminase (GLS). GLS enzymatic activity, qHTS titration. Potency, µM (highest dose often 45.5 µM), inactives show at the top dose activity change, negative = inhibition, usual class: inhibitors. 410,000 compounds, 0.21% hits; note: potency is the fitted concentration of half-maximal effect; % is set by controls: 0 for no effect and ±100 for the full control effect
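hKGA; 45 mM KH2PO4 pH 8.2 + 0.02% Tween-20; cpd via pin tool; 1 mM Gln soln; GluOx/HRP/Amplex Red; RT 30 min; fluor. t0 & final.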
PI4K2A inh: qHTS for small molecular inhibitors of PI4K2A; activity change, negative = inhibition, % at 76.9 µM; 420,000 compounds, 0.13% hits; Phosphatidylinositol 4-kinase type 2-alpha (Homo sapiens), Q9BTU6; purified PI4K2A, ADP-Glo luminescence, 1 h; hits give low values; in the data active = activity change below about -50%; inconclusive = mostly about -30% to -49%;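 note: -100% = wells without enzyme as full effect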
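Compounds are screened against recombinant PI4K2A using PI as substrate and ATP, the latter dispensed at 300 microM. Reactions run one hour at ambient temperature before ADP-Glo detection; full inhibition defined by wells lacking enzyme.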
PGK inhibitor: qHTS Assay to Find Inhibitors of Phosphoglycerate Kinase; Phosphoglycerate kinase, glycosomal (Trypanosoma brucei brucei), P07378; PGK/GAPDH coupled, Kinase-Glo luminescence, 60 min; Potency, µM (doses to about 57.5 µM), without a hit: at the highest dose activity change, negative = inhibition, hits mostly inhibitors; 380,000 compounds, 0.043% hits; AID 602233, 2012; note: potency is the fitted concentration of half-maximal effect; % is set by controls: 0 for no effect and ±100 for the full control effect; nearly all actives have a fitted effect of over 60% in size
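Recombinant glycosomal PGK reaction used 1,3-bisphosphoglycerate generated in-well by GAPDH (100nM final) in 100mM TEA pH 7.6, 5mM MgCl2, 0.01% Tween-20. After 60 minutes at room temperature, ATP was read by Kinase-Glo Plus luminescence end-point.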
G9a block: qHTS Assay for Inhibitors of Histone Lysine Methyltransferase G9a; G9a H3K9 monomethylation, AlphaScreen, 2 h; 350,000 compounds, 8.8% hits; Histone-lysine N-methyltransferase EHMT2 (Homo sapiens), Q96KQ7; Potency, µM (series often up to 102 µM), inactives show at the highest dose activity, negative = inhibition, actives largely listed as inhibitors; note: potency is the fitted concentration of half-maximal effect; % is set by controls: 0 for no effect and ±100 for the full control effect; nearly all actives have a fitted effect of over 75% in size
Target sequence (Q96KQ7 913-1193 limits assumed): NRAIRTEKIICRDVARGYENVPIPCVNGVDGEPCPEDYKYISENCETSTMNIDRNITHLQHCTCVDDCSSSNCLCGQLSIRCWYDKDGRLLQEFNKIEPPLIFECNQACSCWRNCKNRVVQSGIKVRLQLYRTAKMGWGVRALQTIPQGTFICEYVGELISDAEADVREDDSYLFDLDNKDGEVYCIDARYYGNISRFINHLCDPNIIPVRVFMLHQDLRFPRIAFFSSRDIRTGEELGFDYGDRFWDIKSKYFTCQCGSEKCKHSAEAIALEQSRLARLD
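Enzyme 20 nM + cpd, 15 min RT; add b-H3K9 pep 500 nM / SAM 20 uM; 2 h RT; anti-H3K9me1 Ab 0.5 ug/mL + SA donor / anti-rabbit acceptor beads 20 ug/mL each, 10 min; AlphaScreen read.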
* = called active by the depositor; i = inactive; ? = inconclusive; · = not tested or not shown; [ ] = dose if it differs, or a comment. Unless noted, calls come from the whole dose curve; as a rule, active = well fitted curve in the direction sought with a large enough effect; inconclusive = small, poorly fitted or top-dose-only effect, or another doubt; inactive = no such curve, though single readings can be large; an effect the other way counts as inactive or inconclusive.

SMILES	JMJD2A Tudor inh	BAZ2B block	Pin1 inhibitor	ERG Ets-DNA blk	HP1b binding inh	GLS inh	PI4K2A inh	PGK inhibitor	G9a block
Cc1cc(C)cc(-n2c(C)cc(/C=N/NC(=O)CSc3ncccn3)c2C)c1	79µM*	?	50%[activator]	0%	?	9%	-2	-9%	79µM*
Fc1ccccc1CSc1ccc(-c2ccco2)nn1	10%	-6%	-4%	4%	6%	0%	-5	-3%	40µM*
Cc1ccc(C(=O)NNC(=O)C2CC2)cc1Br	-6%	1%	-5%	-2%	47%[activator]	15%	2	-5%	10%
CCN1C(=O)C(=O)c2cc(C)ccc21	-22%	·	2%	-6%	19%	0%	5	-7%	·
O=C(CCNC(=O)c1ccc([N+](=O)[O-])cc1)Nc1ccc(Cl)c(S(=O)(=O)N2CCOCC2)c1	-11%	3%	6%	-9%	20%	13%	1	2%	?
CCCCN(C)C(=O)c1ccc(CS(=O)(=O)c2ccccc2C)o1	-24%	0%	5%	22%	40%[activator]	3%	3	i	?
COc1ccc(CCNC(=O)C2CC(=O)N(C3CCCCCCC3)C2)cc1OC (stereo unspecified)	-12%	7%	0%	-8%	7%	-2%	-2	-8%	23%[59 µM]
Cc1ccc2c(Cl)cc(Cl)c(OCC(=O)N3CCCC3)c2n1	-13%	·	-5%	-15%	-14%	-12%	-3	-4%	-35%
Cc1ccccc1Nc1c(-c2c[nH]c3ccccc23)nc2cccc(C)n12	-11%	-15%	?	19%	34%	-17%	-3	i	0%[59 µM]
Cc1nc2nc(SCC(=O)C(C)(C)C)[nH]c2cc1Br	?	20%	0%	-3%	46%[activator]	-14%	1	i	-5%
Cc1cc(C)c(C)c(OCCOCCN2CCN(C)CC2)c1	-21%	?	?	-4%	4%	-8%	2	-13%	?
CCOc1ccc(N(CC(=O)NCc2ccc(F)cc2)C(=O)CCC(=O)Nc2nccs2)cc1	-22%	2%	13%	1%	5%	-5%	-7	i	-13%
CCn1c(/C=C/N(C)c2ccccc2)[n+](CC)c2ccc(Cl)cc21	-20%	-5%	3%	·	18%	-15%	-2	1%	?
Cc1cccc(C)c1NC(=S)N/N=C/c1ccccc1C(=O)O	6%[11.4 µM]	-2%	-9%	-1%	36%	5%	10	-5%	·
CCC1CCCCN1CCCNC(=O)c1[nH]c2ccccc2c1Sc1ccc(Cl)cc1 (stereo unspecified)	-6%	-36%	3%	-1%	43%[activator]	3%	4	1%	-44%[59 µM]
COc1cccc(F)c1C(=O)NC(=O)Nc1ccc2nc(C)oc2c1	-5%	-19%	?	-5%	34%	2%	-4	3%	·
CN1CCN(c2ccc(Cl)cc2NC(=O)c2cc(=O)[nH]c3ccccc23)CC1	-19%	5%	8%	0%	11%	8%	-8	0%	-11%[12.7 µM]
COc1ccc(CCNC(=O)c2cccc(S(=O)(=O)N3CCc4ccccc4C3)c2)cc1	-12%	8%	18%	?	23%	9%	-1	-1%	3%[12.7 µM]
CCc1cccc(NC(=O)CSc2nncn3c2cc2sccc23)c1	-14%	-27%	8%	1%	25%	-11%	-4	2%	-9%[59 µM]
Cn1nccc1NC(=O)CSCC(=O)O	-7%	-13%	-1%	3%	17%	0%	1	0%	25%
COc1ccccc1N1CCN(C(=O)Cn2nnc(-c3ccncc3)n2)CC1	-19%	-5%	4%	2%	22%	12%	-5	·	-11%
CCn1c(=O)c2sccc2n2c(CCC(=O)Nc3ccc(OC)c(Cl)c3)nnc12	-5%	8%	13%	3%	44%[activator]	2%	1	1%	8%[59 µM]
CC(C)OC(=O)c1c(NC(=O)c2cnn3c2NC(c2ccccc2)CC3C(F)(F)F)sc2c1CCCC2 (stereo unspecified)	-22%	8%	-9%	1%	11%	7%	2	i	4%[59 µM]
COCCNC(=O)CS(=O)Cc1nc(-c2ccccc2C)oc1C (stereo unspecified)	-9%	1%	-4%	4%	43%[activator]	2%	2	1%	?
CCc1ccccc1NC(=O)c1ccc2nc(CCc3ccccc3)oc2c1	-7%	-26%	3%	4%	7%[57 µM]	-12%	7	-8%	-8%[59 µM]
The list continues.
SMILES	JMJD2A Tudor inh	BAZ2B block	Pin1 inhibitor	ERG Ets-DNA blk	HP1b binding inh	GLS inh	PI4K2A inh	PGK inhibitor	G9a block
COC(=O)c1c(NC(=O)/C=C/C(=O)O)sc(C)c1-c1ccc(C)c(C)c1	-29%	-25%	-3%	4%	-11%	15%	-9	-4%	-15%[59 µM]
CCc1c(CN2CCN(c3cccc(C)c3)C(C)C2)csc1C (stereo unspecified)	?	?	?	0%	22%	6%	-3	2%	-36%[59 µM]
CC(c1nnc(SCC(=O)Nc2cc([N+](=O)[O-])ccc2F)n1Cc1ccccc1)N(C)C (stereo unspecified)	-17%	-22%	12%	8%	21%	-2%	-5	0%	-2%
C=C(C)COc1ccc(-c2ncnc(C(F)(F)F)c2-c2ccccc2)c(O)c1	-22%	3%	1%	0%	2%	4%	3	1%	28%
CC(=O)Nc1ccc(N(C)C)cc1[N+](=O)[O-]	-23%	?	0%	1%	-8%	64%[activator]	2	-3%	-1%[59 µM]
CCc1ccc(NC(=O)/C(C#N)=C\c2ccc(OC)c(C(=O)O)c2)cc1	-11%	-11%	-6%	-13%	-1%	0%	-13	1%	?
Cc1ccccc1CNC(=O)C1CCC(=O)N(C2CC2)C1 (stereo unspecified)	-12%	3%	-6%	6%	30%	0%	-2	-8%	-13%
Cn1ccc2c(OCC(=O)Nc3cc(C(F)(F)F)ccc3Cl)cccc2c1=O	-20%	-15%	20%	7%	9%	3%	-6	0%	7%[59 µM]
CCOc1ccc(S(=O)(=O)NCC(c2ccco2)S(=O)(=O)c2ccc(F)cc2)cc1 (stereo unspecified)	-21%	-12%	-2%	0%	5%	6%	-3	i	-32%[59 µM]
CS(=O)(=O)c1ccc(Cl)c(NC(=O)COC(=O)CNC(=O)c2sc3ccccc3c2Cl)c1	-9%	-9%	10%	-17%	11%	0%	1	7%	4%[0.501 µM]
S=C1NCN(Cc2cccnc2)CN1c1cccc(Cl)c1	4%	-10%	-2%	-10%	38%	-1%	10	-5%	-28%
CCCC(=O)NC(=S)Nc1ccccc1F	-9%	-4%[57.1 µM]	6%	-2%	21%	3%	6	-10%	15%
CC1CCCC(C)N1C(=O)COC(=O)c1ccco1 (stereo unspecified)	-1%	·	3%	2%	33%	-1%	-3	-4%	·
CCOC(=O)c1[nH]c2ccc(OCC)cc2c1NC(=O)CN1CCCC(C)C1 (stereo unspecified)	-15%	-34%	13%	2%	12%	-3%	-9	-8%	12%[2.33 µM]
COc1ccc(NC(=O)c2c(N)cnn2C)cc1	-10%	-4%	-1%	0%	23%	10%	1	-8%	·
CC(=O)N1CC(=O)N(Cc2ccccc2)/C(=C/c2ccccc2)C1=O	-14%	-12%	-13%	3%	9%	-8%	5	-2%	4%
CN(C(=O)c1ccc(S(=O)(=O)N2CCOCC2)cc1)C1CCS(=O)(=O)C1 (stereo unspecified)	6%	-1%	1%	7%	35%	-20%	-3	1%	0%
COc1ccc(CCNc2nc(-c3ccccn3)cs2)cc1OC	?	22µM*	0%	0%	8%[57 µM]	1%	-4	7%	?
S=C(Nc1ccc2nsnc2c1)N1CCCC1	-1%	18%	-2%	-7%	28%	0%	1	-2%	·
O=C(CSc1nc(O)cc(=O)n1-c1ccccc1)Nc1ccc(Br)cn1	-10%	-22%	36%[activator]	1%	35%	5%	-6	3%	?
CCOc1cc(/C=N/NC(=O)c2cccnc2)ccc1OCC(N)=O	-21%	-21%	-9%	8%	8%	-1%	1	i	10%[59 µM]
Cc1cc(C)n2nc(SCC(=O)N(C)C)nc2n1	4%	5%	-2%	-3%	17%	5%	4	0%	29%[12.7 µM]
CC1(C)NC(=O)N(CC(=O)OCC(=O)Nc2cccc(F)c2)C1=O	-7%	7%	-7%	-8%	48%	-6%	2	-3%	11%[59 µM]
CC(=O)CSc1nc2ccc(Nc3nc(N4CCOCC4)nc(N4CCOCC4)n3)cc2s1	-26%	-30%	3%	-5%	12%	-11%	1	-7%	?
CCCN(Cc1cccs1)C(=O)Nc1cc(C)ccc1OC	47%[activator]	22%	0%	2%	88%[activator]	1%	0	1%	5%[59 µM]
COc1ccc(NC(=O)c2nnn(Cc3nc(-c4cc(OC)c(OC)c(OC)c4)oc3C)c2C)cc1Cl	-2%	3%	-6%	5%	18%	-17%	-5	-5%	-15%[59 µM]
COc1ccc2[nH]c(=O)c(CN(CC3CCCO3)S(=O)(=O)c3ccccc3F)cc2c1 (stereo unspecified)	-8%	4%	7%	-3%	11%	15%	2	8%	-8%
